# HER2 expr 66K: lowers expression of human Her2 kinase; SKBR-3 HER2 protein level, AlphaScreen, 18-24 h; active compounds read low; HER2 level % of control, % at 10 µM; 65,000 compounds, 0.69% hits; AID 645;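 active means HER2 level under 5% of the carrier-only control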;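 further: 100% = DMSO carrier and 0% = 500 nM PU-H71 HSP90 inhibitor; lower value means stronger loss of Her2 protein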
# Target sequence (P04626 whole entry, looked up): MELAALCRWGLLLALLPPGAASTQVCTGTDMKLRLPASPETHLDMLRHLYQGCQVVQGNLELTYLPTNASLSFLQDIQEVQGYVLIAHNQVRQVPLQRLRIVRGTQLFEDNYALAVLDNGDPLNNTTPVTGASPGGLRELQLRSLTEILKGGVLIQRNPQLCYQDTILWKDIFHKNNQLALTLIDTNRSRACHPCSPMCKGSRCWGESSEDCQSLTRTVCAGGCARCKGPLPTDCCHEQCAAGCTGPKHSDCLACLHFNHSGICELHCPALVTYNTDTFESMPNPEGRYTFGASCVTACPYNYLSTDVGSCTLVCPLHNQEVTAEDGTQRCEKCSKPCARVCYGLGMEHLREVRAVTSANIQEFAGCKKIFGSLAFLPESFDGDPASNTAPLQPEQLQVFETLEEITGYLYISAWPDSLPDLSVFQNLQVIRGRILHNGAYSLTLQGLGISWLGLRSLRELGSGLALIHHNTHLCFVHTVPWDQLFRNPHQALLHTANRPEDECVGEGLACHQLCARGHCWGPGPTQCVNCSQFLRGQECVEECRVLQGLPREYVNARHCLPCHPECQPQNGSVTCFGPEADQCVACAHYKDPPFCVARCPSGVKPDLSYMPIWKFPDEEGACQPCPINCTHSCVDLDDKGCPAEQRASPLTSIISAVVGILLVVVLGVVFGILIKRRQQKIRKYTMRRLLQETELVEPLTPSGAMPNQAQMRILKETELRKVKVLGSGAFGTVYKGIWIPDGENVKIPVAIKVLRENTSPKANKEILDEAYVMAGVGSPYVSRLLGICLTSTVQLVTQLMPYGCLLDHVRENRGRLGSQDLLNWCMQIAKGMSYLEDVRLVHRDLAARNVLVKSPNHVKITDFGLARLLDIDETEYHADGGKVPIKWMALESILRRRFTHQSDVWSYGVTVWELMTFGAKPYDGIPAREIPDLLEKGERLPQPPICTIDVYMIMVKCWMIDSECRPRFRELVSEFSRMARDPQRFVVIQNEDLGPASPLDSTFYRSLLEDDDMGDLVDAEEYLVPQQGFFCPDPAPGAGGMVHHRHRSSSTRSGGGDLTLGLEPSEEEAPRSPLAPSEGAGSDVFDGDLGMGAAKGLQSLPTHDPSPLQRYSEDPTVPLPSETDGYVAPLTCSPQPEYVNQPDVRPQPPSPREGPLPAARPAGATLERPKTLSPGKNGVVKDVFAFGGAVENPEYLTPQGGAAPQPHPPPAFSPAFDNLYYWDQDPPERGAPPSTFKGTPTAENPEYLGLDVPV
# MMP-13 inhibitor: blocks human MMP13 activity; 65,000 compounds, 0.07% hits; P45452; inhibition, % at 4 µM; MMP-13 fTHP FRET cleavage, Mca fluorescence; AID 570;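 active means inhibition above the mean of compound-free control plate wells plus 3 SD, cut at about 14% in these data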;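 further: 0% = DMSO wells and 100% = wells with reference MMP-13 inhibitor after basal subtraction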
# S1P3 agonist: agonists of human S1P3 receptor. 60,000 compounds, 0.1% hits. S1P3 NFAT-BLA reporter cells, agonism, FRET ratio; relative to 1 µM S1P, basal subtracted. activation, % at 4.5 µM;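 active means activation above the screen-wide mean plus 3 SD, cut at about 4.5% in these data, passing the limit was not always enough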; further: some compounds called inactive have numbers as strong as hits
#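 Assay system: stable CHO line with human S1P3, Gα16, NFAT-BLA reporter; Detection: FRET β-lactamase substrate fluorescence, excitation 405 nm, 460/535 nm emission ratio, background-subtracted; Read-out: percent activation versus median 1 µM S1P response, basal-subtracted, per plate; Incubation: cells plated overnight, compound 4 h 37 °C, substrate 2 h RT.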
# 5HT1a antag: blocks the human serotonin 5-HT1a receptor. 62,000 compounds, 0.68% hits. CHO 5-HT1a Ga15 NFAT-bla reporter, antagonist mode. AID 612. inhibition, % at 10 µM. P08908;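 active means inhibition above the mean of all tested compounds plus 3 SD, cut at about 43% in these data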;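 further: receptor stimulated by 5-CT agonist at 100 nM near EC80; beta-lactamase reporter measured by ratiometric fluorescence of a cleavable substrate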
# HTR1E antagonist: 5-HT1E (human) receptor antagonism; CHO 5-HT1E Ga15 NFAT-bla reporter, FRET, antagonist; inhibition, % at 6 µM; 65,000 compounds, 0.99% hits;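 active means inhibition above a set limit, the mean inhibition across every tested compound plus 3 SD, cut at about 29% in these data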;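 further: signal is the 460 over 535 nm emission ratio of beta-lactamase substrate; 0% = agonist plus DMSO wells and 100% = wells without agonist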
# A340 absorber: compound absorbs light at 340 nm. compound absorbance at 340 nm, fold over control. fold change at 10 µM. 65,000 tested, under 10 active. AID 708;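 active means at 10 µM dose, initial 340 nm absorbance at least 2 fold that of control wells; inactive means change under 2 fold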;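 further: initial absorbance extrapolated from kinetic A340 decline of NADH oxidation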
# HTR1E agonist: 5-HT1E (human) receptor agonism; CHO 5-HT1E Ga15 NFAT-bla reporter, FRET; 0% DMSO wells, 100% control agonist wells; 65,000 compounds, 0.69% hits; activation, % at 6 µM;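 active means activation above a set limit, the screen-wide mean activation plus 3 SD, cut at about 8.5% in these data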;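 further: 100% = positive control agonist at 1 µM giving full maximal response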
# Fluor 339 460: intrinsic fluorescence of library compounds, ex339/em460 – biochemical, MLSMR library, data from DPM-DC assay, artefact control, profiling panel; compound autofluorescence, ex339/em460 nm, NADH buffer; active compounds read high; 1 = no-compound wells, NADH background; fluorescence fold increase at 10 µM; 65,000 compounds, 5.5% hits;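 active means at 10 µM, mean starting fluorescence two-fold or more over control wells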;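 further: signal is the first read of a kinetic run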
# S1P1 ag pot: agonists and agonism potentiators of human S1P1 receptor; P21453; S1P1 CRE-bla cells, forskolin, beta-lactamase FRET, potentiator mode; S1P1 agonist co-added at EC20, 2 nM; 100% = saturating reference agonist, 0% = basal; activation, % at 9.5 µM; 56,000 compounds, 0.57% hits;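 active means activation above a cutoff set at the mean activation of all tested compounds plus 3 SD, cut at about 54% in these data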;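 further: forskolin at 4 µM as EC80 and the EC20 agonist is SEW2871; 100% = SEW2871 at its EC100 plus forskolin at EC80; some compounds past the cut are filed as inactive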
# * = called active by the depositor; / = not tested or not shown; [ ] = remark or other dose. The order is random, and some 8.5% of all compounds hit somewhere here.
SMILES,HER2 expr 66K,MMP-13 inhibitor,S1P3 agonist,5HT1a antag,HTR1E antagonist,A340 absorber,HTR1E agonist,Fluor 339 460,S1P1 ag pot
Nc1cc(N)nc(SCCN2CCCCC2)n1,82,-2,-0.3,-8,4,1,0.0,1.1,0
COc1ccc(OC)c(S(=O)(=O)N2CCC(C(=O)NC(C)c3ccccc3)CC2)c1 (configuration not stated),84,-1,-0.2,6,9,0.99,0.5,1.1,-18
O=C1CSC(c2ccccc2F)N1CCN1CCCCC1 (configuration not stated),99,4,-0.4,8,3,0.99,1.4,1.1,-23
c1csc(CNc2ncnc3sccc23)c1,59,4,/,6,12,1.1,-1.0,1.1,/
C=CCC(C#Cc1ccccc1)N(C)C (configuration not stated),95,-1,/,9,3,0.97,-0.8,1.1,/
COc1ccccc1C(=O)NC(=Nc1nc2ccccc2o1)NC(=O)c1ccccc1OC,53,-6,-2.4,/,41*,1.1,-0.2,1,-15
O=C(COc1ccc2ccccc2c1)N1CCCC1,100,5,0.0,1,-4,1.1,0.5,1.1,-18
CC1=CCP(=O)(c2ccccc2)C1 (configuration not stated),108,-1,0.6,-17,-12,1,0.0,1.1,-1
COc1ccc(/C(O)=C2/C(=O)C(=O)N(CCCN(C)C)C2c2ccco2)cc1Cl (configuration not stated),94,1,-3.7,/,0,1,-0.6,1,4
Cc1ccc(-c2nnn(CC(=O)N3CCCCC3)n2)c(-n2cnnn2)c1,95,-1,-0.5,-5,-2,1,0.5,1,-9
Cc1scc(C(=O)Nn2cnnc2)c1-c1ccccc1,133,0,0.0,-8,-6,1,0.2,1.1,3
CCn1c(SC/C=C/c2ccccc2)nnc1-c1cnccn1,92,2,-0.5,-5,2,1,0.1,1.1,1
CCOC(=O)C1CCN(S(=O)(=O)Cc2ccccc2)C1=O (configuration not stated),111,2,0.3,1,-5,1,0.5,1.1,-5
CCOC(=O)c1[nH]c(C)c(/C(O)=C2\C(=O)C(=O)N(CCCN(CC)CC)C2c2cccnc2)c1C (configuration not stated),115,1,-0.1,-7,0,1.1,0.9,1.1,/
COc1ccc(N2CCN(CCCNC(=O)C3(S(=O)(=O)c4ccc(Cl)cc4)CC3)CC2)cc1,90,4,-0.9,1,-1,0.99,-0.1,1,-4
Cc1cc2oc(=O)cc(CN3CCN(S(=O)(=O)c4ccc5c(c4)OCCO5)CC3)c2cc1C,94,-1,-0.2,4,-3,1,-0.3,1.1,6
CCC(CC)C(=O)NCCc1ccc(S(N)(=O)=O)cc1,127,1,/,-11,10,1.1,-0.3,1.1,/
CC(C)c1nnc(NC(=O)c2cnccn2)s1,96,-2,-0.3,-4,4,1,0.9,0.98,-18
Cc1ccc(S(=O)(=O)C2(C(=O)N3CCCCC3C)CC2)cc1 (configuration not stated),106,0,-1.1,0,-4,1,-0.9,1.1,6
COc1ccc(N(CC(=O)Nc2ccc3c(c2)OCCO3)S(C)(=O)=O)c(OC)c1,119,1,0.1,-7,4,0.98,-0.2,1.1,-7
CCOc1ccc(OCc2cccc(C(=O)N3CCCC3)c2)cc1,95,1,-0.9,-8,2,0.99,0.3,1,/
O=C(c1csc2ccccc12)n1cccn1,132,3,-0.7,11,7,0.98,-2.9,1.1,-4
COc1cc(C2=NOC(C(=O)N3CCOCC3)C2)cc(OC)c1OC (configuration not stated),142,-2,0.4,-12,4,1.1,0.7,1.1,-14
O=C(C1CCN(S(=O)(=O)c2cccs2)CC1)N1CCc2ccccc2C1,105,1,0.3,-10,2,1,-0.2,1.1,4
Cc1cc(C)n(-c2nnc3n2N=C(c2c[nH]c4ccccc24)CS3)n1,72,0,0.0,31,18,1.1,0.4,1,2

# Reprinted from the part before: 2 entries, then new ones.
SMILES,HER2 expr 66K,MMP-13 inhibitor,S1P3 agonist,5HT1a antag,HTR1E antagonist,A340 absorber,HTR1E agonist,Fluor 339 460,S1P1 ag pot
O=C(C1CCN(S(=O)(=O)c2cccs2)CC1)N1CCc2ccccc2C1,105,1,0.3,-10,2,1,-0.2,1.1,4
Cc1cc(C)n(-c2nnc3n2N=C(c2c[nH]c4ccccc24)CS3)n1,72,0,0.0,31,18,1.1,0.4,1,2
CCOC(=O)C1CCN(C(=O)c2cc(OCC)c(OCC)c(OCC)c2)CC1,127,1,-0.3,-8,0,1,-0.2,1.1,-12
NC(=O)c1oc2ccccc2c1NC(=O)CCc1ccccc1,96,-6,-1.5,-17,-2,1,0.1,1.1,0
O=C(CCn1nnc2ccccc21)Nc1nnc(Cc2ccc(F)cc2)s1,98,-3,-1.6,6,3,0.99,13*,1.1,-6
CC1CCN(CC(C)OC(=O)c2ccc3c(c2)OCCO3)CC1 (configuration not stated),85,0,-0.4,7,-2,1,1.0,1.1,8
CCN(CC(=O)Nc1ccccc1C(=O)OC)S(=O)(=O)c1ccccc1,93,1,-0.2,5,-8,1,-0.5,1.1,/
COC(=O)Cn1c(=NC(=O)C2CC2)sc2c(C)cc(C)cc21,98,0,-1.4,10,-14,1.1,1.2,1.1,-2
Cc1ccc(-n2c(C)cc(C)c(C#N)c2=O)cc1,97,-3,-0.5,12,9,1.1,-0.8,1.5,0
O=C(Nc1scc(-c2ccc(F)cc2)c1C(=O)O)c1ccco1,176,3,-1.0,22,-8,1.2,0.3,1.1,-8
CCC(Sc1ccc(C(=O)O)cc1)C(=O)O (configuration not stated),87,-3,-0.7,9,-1,0.98,1.0,1.1,/
Cn1nc(C(=O)NCc2ccccc2)c2ccccc2c1=O,95,-6,-1.4,13,-5,1,-0.8,1.1,-13
Cc1cc(NS(=O)(=O)c2ccc(NC(=O)Nc3ccc4c(c3)OCO4)cc2)no1,104,4,-0.1,-13,-3,0.99,0.2,1.1,-8
CCOc1ccc(NC(=O)c2ccccc2NC(=O)CN2CCN(C(C)=O)CC2)cc1,103,5,0.8,2,4,0.99,0.5,1.1,8
CCOCCCNC(=O)C(c1ccc(Cl)cc1)N1CCN(C(=O)c2ccco2)CC1 (configuration not stated),91,0,/,-1,0,1,5.3,1.1,/
Cc1cc(C(F)F)n2nc(C(=O)Nc3cccc(C(F)(F)F)c3)nc2n1,98,1,-0.4,12,5,1,-0.8,1.1,6
CSc1nn(CCc2ccncc2)c(=S)s1,98,-11,0.3,0,-4,1.1,-1.0,1.1,-12
CCOC(=O)CNC(=O)c1cc(C)oc1C,82,0,-0.7,5,0,1,0.1,1.1,6
O=C(CCn1c(=O)sc2ccccc21)NCc1ccco1,127,1,/,3,6,1.1,0.3,1.1,/
OCn1ncn(-c2ccccc2)c1=S,102,-2,-0.7,-5,-10,0.98,-1.1,1.1,-8
c1ccc2c(c1)C(=Nn1cnnc1)c1ccccc1-2,120,1,/,-6,6,1,0.3,1,/
CSCC[C@H](NC(=O)OC(C)(C)C)c1nnc(SCC(=O)Nc2c(C)cccc2C)o1,94,6,-1.7,7,12,1.1,-0.4,1.1,8
COc1ccc(NC(=O)Nc2nccs2)cc1,95,2,-1.2,-14,1,1.1,-0.5,1.1,/
Cn1c(NCc2cccc(Br)c2)nc2ccccc21,110,6,-1.2,10,19,0.99,-1.7,1,6
CCOC(=O)c1sc(NC(=O)c2cccnc2)nc1C,81,-2,1.1,-2,2,1.2,0.1,1,-10
Cc1ccc(S(=O)(=O)NC(CC(N)=O)C(=O)O)cc1 (configuration not stated),99,7,0.3,4,1,1,-0.2,0.99,-11
Cc1cc(N2CCCC2)n2nc(C)nc2n1,108,5,-0.2,-8,-5,1,1.3,1.1,-36
# Other results follow.
SMILES,HER2 expr 66K,MMP-13 inhibitor,S1P3 agonist,5HT1a antag,HTR1E antagonist,A340 absorber,HTR1E agonist,Fluor 339 460,S1P1 ag pot
c1ccc(N2CCN(C3CCSC3)CC2)cc1 (configuration not stated),118,5,-0.8,5,6,1,0.4,1.1,-16
Cc1ccc(C(=O)C(NC(=O)c2ccco2)N2CCOCC2)cc1 (configuration not stated),83,-2,/,7,9,1.1,-0.5,1.1,/
Cc1ccc(N(CC(=O)NCc2cccs2)S(=O)(=O)c2cccs2)cc1,85,5,-0.2,16,2,1,-1.0,1.1,-1
C=CCn1c(=N)n(CC(O)COc2ccccc2OC)c2ccccc21 (configuration not stated),77,3,0.5,19,8,1,0.7,1.1,-18
O=C(CSc1nnc(-c2ccco2)o1)NCC(=O)c1ccccc1,101,0,-0.5,4,3,1.1,0.3,1.1,-15
CCCCn1nnnc1SCC(=O)Nc1ccc(C)cc1,99,1,-0.6,-1,-4,1,-0.3,1.1,-13
CC1c2nc3ccccc3n2C(CC(=O)NCc2ccccn2)C(=O)N1Cc1ccccc1 (configuration not stated),105,-4,-0.5,4,4,0.98,0.0,1.1,4
CCCCCn1c(CN2CCN(c3cc(Cl)ccc3C)CC2)nc2c1c(=O)[nH]c(=O)n2C,144,0,-0.5,-4,0,1,-0.6,1.2,-27
COc1ccc(C(=O)COC(=O)c2ccc(OC)c(OC)c2)cc1OC,74,0,-0.5,-9,-2,1.1,-0.3,1.1,-18
Cc1cc(C)nc(NS(=O)(=O)c2cccs2)c1,115,-6,-0.2,-10,-9,0.98,0.7,1.2,5
CCOC(=O)Nc1nnc(CCc2ccccc2)s1,88,2,0.1,-9,5,1.1,-1.7,2.6*,1
Cc1cccc2cc3c(NC(=O)C(C)C)nn(C)c3nc12,144,-9,-0.6,20,-5,1,1.1,1.7,-2
CCCc1nnc(NC(=O)c2c(O)c3cccc4c3n(c2=O)CC4)s1,63,-1,0.3,-7,-4,1,0.1,1.7,-24
Cc1ccc(Cl)cc1N1CCN(Cc2nnnn2C2CCCCC2)CC1,92,-8,-0.4,25,9,1,0.4,1.1,-48
COC(=O)C(C)Sc1nnc(-c2ccncc2)o1 (configuration not stated),69,2,/,3,-2,1,0.2,1.1,/
CCn1nnc(NC(=O)c2cccc(-c3cc4ccccc4oc3=O)c2)n1,/,-59[fluorescence artefact?],-2.2,6,11,1.2,-0.8,3.9*,15
COc1cc2cc(C(c3nnnn3C3CCCC3)N3CCCCC3)c(=O)[nH]c2cc1OC (configuration not stated),99,-1,-0.7,3,14,1.1,-1.1,3.5*,4
COC(=O)c1ccccc1NC(=O)N1CCN(C(=O)c2ccco2)CC1,109,-15,-1.1,-3,6,1,-0.3,1.6,17
Cc1ccc(-n2c(=O)[nH]cc(C(=O)N3CCc4ccccc43)c2=O)cc1,81,5,-0.4,12,5,1,0.0,1.1,-2
COC(=O)C(NC(C)=O)(Nc1nc2c(s1)CCCC2)C(F)(F)F (configuration not stated),107,-1,-2.9,/,2,1,0.3,1,5
O=c1ccnc(SCc2ccccc2Cl)[nH]1,83,6,-1.6,14,13,1,-1.5,1.1,/
Cc1nnc(SCC(=O)Nc2ccc(S(=O)(=O)N3CCCC3)cc2)n1N,111,-10,0.3,2,-2,1,0.3,1.1,-13
CCOC(=O)N1CCC(n2c(SCC(=O)NCc3ccccc3)nc3ccccc3c2=O)CC1,102,5,/,41,11,0.98,0.1,1.1,/
Cc1nc(NCCN2CCOCC2)c2oc3ccccc3c2n1,114,4,/,-2,8,1.1,-1.6,1.1,/
Cc1nccn1-c1cc(C(C)C)c(C#N)c2nc3ccccc3n12,130,-10,-4.6,/,0,1,-0.6,1.1,-6
O=C(C1CC1)N(CCc1ccccc1)Cc1nc2ccccc2c(=O)[nH]1,77,-2,-1.5,7,6,0.98,0.1,1.1,0

# Screening results as filed in PubChem BioAssay.
